Bioassay records as filed in PubChem BioAssay.
SMN2 splice up: SMN2 splice variant enhancement; Potency, µM (series often up to 46.1 µM), for the others: at the top dose activity change, positive = activation, hits mostly activators; actives 2.8% (n = 210,000); HEK293 SMN2-luciferase splicing reporter, luminescence, 30-36 h; AID 1458; note: % of control where 0% means no effect; nearly all actives have a fitted effect of over 55% in size
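qHTS luciferase splicing reporter: luminescence rises when SMN2 exon 7 is included in transfected HEK293 cells. Compound exposure lasted 30-36 h at 37C, with 4.5 mM final sodium butyrate as control, followed by a ONE-Glo read.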
Luc counter: blocks Kinase-Glo luciferase, a counter-screen artifact | Kinase-Glo luciferase, ATP luminescence, 8 min | Potency, µM (series often up to 38.3 µM), inactives show at the highest dose activity change, negative = inhibition, usual class: inhibitors | actives 0.28% (n = 200,000); note: % is set by controls: 0 for no effect and ±100 for the full control effect; nearly all actives have a fitted effect of over 60% in size
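Compound is pinned into ATP-containing buffer (10 uM ATP, imidazole pH 7.2, 7 mM MgCl2). Kinase-Glo luciferase reagent is then added. Light output is recorded following an 8-min room-temperature incubation.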
L3MBTL1 inh: L3MBTL1 (human) inhibition | AlphaScreen L3MBTL1–H3K9me1 peptide binding | AID 485360 | Q9Y468 | actives 0.66% (n = 230,000) | Potency, µM (top dose mostly 57.1 µM), inactives show at the top dose activity, negative = inhibition, actives largely listed as inhibitors; note: % is set by controls: 0 for no effect and ±100 for the full control effect; nearly all actives have a fitted effect of over 60% in size
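Displacement of a biotinylated histone H3(1-15) peptide monomethylated at Lys9 (75 nM) from L3MBTL1 (50 nM) was measured by AlphaScreen after a 30 min room-temperature compound incubation; cefsulodin titration served as intraplate control.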
JMJD2E inh: inhibitors of human JMJD2E histone demethylase; B2RXH2; JMJD2E catalytic domain, FDH-coupled NADH fluorescence (FDH is formaldehyde dehydrogenase); Potency, µM (top dose mostly 57.1 µM), for the others: top-dose activity change, negative = inhibition, usual class: inhibitors; actives 1.6% (n = 230,000); AID 2147; active = well fitted inhibition curve with a large enough effect, not every such curve was filed as active; inconclusive = small, poorly fitted or top-dose-only effect, or another doubt; inactive = no such curve, though single readings can be large or run the other way;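 note: 0% = wells with enzyme and -100% = buffer wells without enzyme; nearly all actives have a fitted effect of over 50% in size; many of its hits are not listed in these tables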
Target sequence (B2RXH2 1-337 limits assumed): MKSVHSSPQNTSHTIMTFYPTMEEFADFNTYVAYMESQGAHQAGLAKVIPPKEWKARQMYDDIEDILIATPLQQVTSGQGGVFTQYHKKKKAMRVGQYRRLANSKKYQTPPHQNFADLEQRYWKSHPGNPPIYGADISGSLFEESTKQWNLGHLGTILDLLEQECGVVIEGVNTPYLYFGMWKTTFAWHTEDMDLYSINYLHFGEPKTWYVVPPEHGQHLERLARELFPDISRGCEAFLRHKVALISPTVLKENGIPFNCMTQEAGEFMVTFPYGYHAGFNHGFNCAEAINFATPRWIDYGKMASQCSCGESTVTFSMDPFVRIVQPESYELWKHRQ
Tau ThT inhib: blocks human tau fibril formation measured by thioflavin T | Potency, µM (doses to about 57.4 µM), for the others: at the highest dose activity, negative = inhibition, most hits filed as inhibitors | recombinant tau K18 P301L, heparin-induced fibrillization, ThT fluorescence | actives 2.1% (n = 270,000) | P10636 | AID 1460; note: % is set by controls: 0 for no effect and ±100 for the full control effect; nearly all actives have a fitted effect of over 55% in size
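Using a mix of unlabeled (15 uM) and Alexa 594-labeled (0.24 uM) tau K18 P301L, heparin-triggered fibrillization over 6 hr at 37 C was scored by ThT fluorescence.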
Lamin A splicing: LMNA splicing modulation. HeLa LMNA splicing GFP/RFP minigene ratio, 48 h. Potency, µM (highest dose often 46.1 µM), for the others: at the top dose ratio change, negative = inhibition, most hits filed as inhibitors. actives 0.01% (n = 200,000); active = well fitted inhibition curve with a large enough effect in the signal ratio, with a control signal flat, not every such curve was filed as active; inconclusive = small, poorly fitted or top-dose-only effect, or effect the other way, or a change in a side signal; the % refers to the signal ratio; note: % is set by controls: 0 for no effect and ±100 for the full control effect
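S3 HeLa stable clones carrying a lamin A-EGFP splicing minigene plus DsRed2 were seeded at 600 cells/well in Opti-MEM with 2% FBS, pin-dosed and incubated 48 h at 37°C. Acumen cytometry (488 nm) gave the GFP/RFP total-intensity ratio.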
RECQ1 inh: blocks DNA unwinding by human RECQ1; P46063; RECQ1 DNA unwinding, red fluorescence kinetic read; Potency, µM (titrated, usually from 57.3 µM), for inactives: at the highest dose activity, negative = inhibition, hits mostly inhibitors; actives 0.54% (n = 240,000);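 note: plate controls were vehicle for no effect and no enzyme for full effect; nearly all actives have a fitted effect of over 30% in size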
Target sequence (P46063 whole entry, looked up): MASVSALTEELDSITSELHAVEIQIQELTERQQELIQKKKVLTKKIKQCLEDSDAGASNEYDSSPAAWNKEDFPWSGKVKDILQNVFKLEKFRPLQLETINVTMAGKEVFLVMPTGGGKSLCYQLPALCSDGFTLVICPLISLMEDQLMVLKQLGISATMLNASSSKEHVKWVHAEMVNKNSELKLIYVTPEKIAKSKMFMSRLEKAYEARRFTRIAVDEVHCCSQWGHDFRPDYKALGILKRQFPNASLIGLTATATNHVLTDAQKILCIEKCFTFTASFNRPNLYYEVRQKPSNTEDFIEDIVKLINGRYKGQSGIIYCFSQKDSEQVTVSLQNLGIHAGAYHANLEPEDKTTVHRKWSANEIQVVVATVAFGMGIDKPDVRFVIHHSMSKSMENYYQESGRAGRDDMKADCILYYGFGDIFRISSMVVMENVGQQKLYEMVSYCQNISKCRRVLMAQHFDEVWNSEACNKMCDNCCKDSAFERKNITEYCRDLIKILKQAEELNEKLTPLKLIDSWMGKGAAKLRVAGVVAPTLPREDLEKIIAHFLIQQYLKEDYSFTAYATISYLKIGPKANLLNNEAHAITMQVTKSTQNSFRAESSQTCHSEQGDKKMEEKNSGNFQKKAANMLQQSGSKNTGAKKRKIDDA
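50 nM RECQ1T1 preincubated 15 min with compound in Tris pH 8.0 buffer with MgCl2, DTT, Tween-20 and 2.5 ug/ml poly(dI-dC); started with 200 nM TAMRA/BHQ-2 forked duplex and 2 mM ATP. Unwinding read as fluorescence (525/598 nm), two reads 2 h apart.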
ALDH1A1 inh: blocks purified human ALDH1A1 activity; Potency, µM (highest dose often 75.3 µM), for inactives: at the highest dose activity, negative = inhibition, most hits filed as inhibitors; actives 7.3% (n = 220,000); Purified ALDH1A1, NADH fluorescence, propionaldehyde substrate; AID 1030; active = well fitted inhibition curve with a large enough effect, not every such curve was filed as active; inconclusive = small, poorly fitted or top-dose-only effect, or another doubt; inactive = no such curve, though single readings can be large or run the other way;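 note: plate controls were no enzyme wells and a reference inhibitor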
The depositor's hits bear a star; i = inactive; ? = inconclusive; / = no result given; [ ] = another dose, or the depositor's remark. Unless noted, calls come from the whole dose curve; as a rule, active = well fitted curve in the direction sought with a large enough effect; inconclusive = small, poorly fitted or top-dose-only effect, or another doubt; inactive = no such curve, though single readings can be large; an effect the other way counts as inactive or inconclusive. Potency is the fitted concentration of half-maximal effect. The list is partial, so the mix of outcomes need not match the whole.

SMILES	SMN2 splice up	Luc counter	L3MBTL1 inh	JMJD2E inh	Tau ThT inhib	Lamin A splicing	RECQ1 inh	ALDH1A1 inh
CC(=O)NCCNc1ncncc1-c1ccccc1C(F)(F)F	1%	1%	/	?	-14%	4%	-28%	-4%
O=C(O)CSCc1nc2scc(-c3ccccc3)c2c(=O)[nH]1	6%	1%	0%	-8%	-2%	-5%[46 µM]	-2%	-4%
O=C(CSc1nnc(-c2ccco2)o1)c1ccc[nH]1	18µM*	-4%	28µM*	12%	?	/	-11%	?
CCCCC(c1nnnn1CS(=O)(=O)c1ccc(C)cc1)N1CCN(c2ccccc2)CC1 (stereo not given)	-15%	6%	?	?	-17%	?	-9%	-2%
O=C(c1nc2n(n1)C(c1ccc(Cl)cc1)C=C(c1ccccc1)N2)N1CCOCC1 (stereo not given)	6%	0%	1%	?	8%	10%	-5%	?
O=C(N/N=C/c1oc(O)c2ccccc12)c1ccccc1	3%	5%	6%	0%	-4%	19%[9.22 µM]	-19%	?
COc1ccc(OC)c(NC(=O)c2cccnc2Sc2ccccc2)c1	-7%	2%	2%	-1%	6%	-9%	-6%	3%
Nc1nc(SCC(=O)Nc2ccc3c(c2)OCO3)n[nH]1	29%	0%	22%	3%	-1%	/	0%	-4%
COc1ccc(C(NC(=O)C(C)(C)C)NC(=O)C(C)(C)C)cc1	-3%	3%	3%	3%	-11%	-10%	2%	7%
O=C(CN1CCCCCC1=O)N1CCN(S(=O)(=O)c2cccs2)CC1	-10%	0%	4%	-5%	-1%	30%[46 µM]	i	11%
Cc1cccc(NC(=O)NNC(=O)c2sccc2-n2cccc2)c1	-1%	1%	9%	0%	-5%	3%[9.22 µM]	-8%	?
Cc1cc(C(F)(F)F)c(C#N)c(SCC(=O)Nc2nc3cc(Br)ccc3s2)n1	-58%[inhibitor]	0%	-27%	5%	-2%	?	11%	9%
CCN1CCN(C(=O)Nc2cccc(C(F)(F)F)c2)CC1	19%	-3%	-2%	8%	-12%	15%	7%	2%
C/C(=N\NC(=O)c1ccccc1)c1ccc(N2CCOCC2)cc1	-12%	14%	/	7%	?	17%	-7%	?
COc1ccc(Cc2noc(CN(C)CCN3CCc4ccccc4C3)n2)cc1OC	/	8%	-23%	-8%	-17%	?	3%	?
COc1ccccc1N(CC(=O)Nc1ccc2c(c1)OCCO2)S(C)(=O)=O	11%	-4%	/	1%	-2%	-5%	i	3%
CC(=O)c1c(C)[nH]c(C(=O)OCC(=O)Nc2cc(C(F)(F)F)ccc2N2CCOCC2)c1C	1%	-4%	4%	?	-8%	?	-6%	4%
COc1cc(-c2nnc(-c3cccs3)o2)cc(OC)c1OC	?	2%	/	?	-3%	?	0%	?
c1cc(CNc2ccc3c(c2)OCO3)ccn1	-4%	-1%	-14%	?	?	-14%	-1%	?
COc1cc(OC)c(NC(=O)CC(C)=O)cc1Cl	-9%	2%	16%	-1%	-3%	?	-10%	8%
CCCOc1ccc(C(=O)OCC(=O)c2c(N)n(C)c(=O)n(C)c2=O)cc1OC	4%	-3%	/	2%	-12%	/	i	2%
COc1ccc2sc(N(CCN(C)C)C(=O)c3cc(Cl)sc3Cl)nc2c1	-22%	6%	/	-2%	-17%	?	-7%	?
CC(=O)c1oc2ccccc2c1NC(=O)COC(=O)c1ccc(-n2nc(C)cc2C)cc1	-4%	-8%	-4%	-13%	-9%	-2%	-4%	-2%
CCOc1ccc(S(=O)(=O)Nc2ccccc2C(=O)NCC2CCCO2)cc1 (stereo not given)	-9%	-4%	12%	?	0%	-4%	-6%	?
CCOC(=O)c1ccc(Oc2cn[nH]c2-c2ccc(O)cc2O)cc1	/	/	-16%	?	?	/	i	/
CCn1cc(Cl)c(C(=O)Nc2cccc(C(F)(F)F)c2)n1	-6%	-4%	8%	2%	2%	/	-8%	-10%
Cc1noc(C)c1S(=O)(=O)N(CC(=O)N1CCCC1)c1ccc(C(C)C)cc1	3%	1%	/	-6%	-15%	4%	-2%	-8%
Cc1cc(NC(=O)COC(=O)COc2ccc(C(=O)c3ccccc3)cc2)no1	14%	0%	6%	5%	-6%	-1%	-4%	-14%
O=C(Oc1ccc2c(c1)C(=O)c1ccccc1CO2)c1ccccc1	-7%	-2%	/	11%	-15%	3%	-13%	-5%
Cc1ccc(NC2c3ccccc3C(=O)N2CCN2CCOCC2)cc1 (stereo not given)	-5%	5%	/	-15%	-13%	2%	-4%	1µM*
OCC1O[C@@H](OC2C(O)C(CO)O[C@@]2(CO)O[C@@H]2OC(CO)C(O)C(O)C2O)C(O)C(O)C1O (stereo not given in full)	-2%	-1%	/	3%	-3%	0%	i	1%
O=C(/C=C/c1ccco1)NC(=S)Nc1ccccc1N1CCCC1	-19%	1%	?	-9%	4%	/	i	0%
O=C(CN1CCN(c2ccc(F)cc2)CC1)N1CCC(Cc2ccccc2)CC1	-13%	-5%	/	?	?	-14%	i	?
O=C(Cn1ncc2c(=O)oc3ccccc3c21)NCCc1ccsc1	-6%	1%	-1%	8%	-3%	-7%	-11%	-7%
Cc1c(C(=O)N/N=C/c2ccc(O)c(Br)c2)sc(N)c1C#N	?	-2%	-6%	?	?	-4%	-10%	?
CCOc1ccc(C(=O)NC(=S)NC2CCCC2)cc1[N+](=O)[O-]	-17%	0%	-8%	0%	-4%	?	-8%	13µM*

Molecules from the list above that have a cyano group:
SMILES	SMN2 splice up	Luc counter	L3MBTL1 inh	JMJD2E inh	Tau ThT inhib	Lamin A splicing	RECQ1 inh	ALDH1A1 inh
Cc1cc(C(F)(F)F)c(C#N)c(SCC(=O)Nc2nc3cc(Br)ccc3s2)n1	-58%[inhibitor]	0%	-27%	5%	-2%	?	11%	9%
Cc1c(C(=O)N/N=C/c2ccc(O)c(Br)c2)sc(N)c1C#N	?	-2%	-6%	?	?	-4%	-10%	?

(cont.)
SMILES	SMN2 splice up	Luc counter	L3MBTL1 inh	JMJD2E inh	Tau ThT inhib	Lamin A splicing	RECQ1 inh	ALDH1A1 inh
CCCCn1c(SCC(=O)c2ccc(OC)cc2OC)nc2cc(S(N)(=O)=O)ccc21	1%	-1%	?	1%	-14%	4%	-14%	7.1µM*
CC(C)(C)N1C(=O)c2ccc(C(=O)Nc3ccc(-c4nc5ccccc5[nH]4)cc3)cc2C1=O	?	3%	-1%	0%	-1%	-10%	6%	-10%
O=C(NC(=S)NN1CCCCC1c1cccnc1)c1ccc(Cl)cc1Cl (stereo not given)	/	/	0%	-9%	-13%	/	-7%	-3%
CCNC(=O)c1sc(-c2ccccc2)nc1C	9%	-2%	1%	5%	-7%	6%	-4%	7%
Cc1ccc(S(=O)(=O)N[C@H](C(=O)Oc2ccc3c(C(F)(F)F)cc(=O)oc3c2)c2ccccc2)cc1	-1%	1%	8%	?	14%	8%	-3%	?
O=C1CC(c2ccccc2)n2nc(NC(=O)c3ccccc3)nc2N1 (stereo not given)	-9%	-1%	51%[activator]	?	8%	4%	i	4%
CCN(CC)CCN1C(=O)C(=O)/C(=C(/O)c2c(C)[nH]c(C(=O)OC)c2C)C1c1ccc(C)o1 (stereo not given)	/	/	6%	-9%	?	/	-3%	-11%
CCNC(=S)N1CCN(S(=O)(=O)c2ccccc2C(F)(F)F)CC1	-24%	-1%	-3%	4%	1%	?	-5%	?
CCc1cc2cc(OC)ccc2nc1SCC(=O)NNC(=O)c1ccco1	/	0%	10%	2%	6%	/	i	-10%
N/C(COc1ccc(Cl)cc1Cl)=N\O	/	/	6%	-3%	-13%	/	i	9%
CCOC(=O)c1oc2ccccc2c1NC(=O)C1CCCCC1	7%	7%	/	-11%	-4%	0%	i	-8%
COc1ccc2oc(C)c(NC(C)=O)c2c1	-9%	1%	-7%	2%	-8%	5%	-16%	2%
O=c1[nH][nH]c(-c2ccccc2)c1C=Nc1ccc(Cl)cc1	3%	0%	-5%	0%	-4%	7%	-1%	-5%
COc1ccc(C(=O)c2oc3ccc(Br)cc3c2NC(C)=O)cc1	-31%[inhibitor]	-1%	/	4%	?	9%	2%	9%
COC(=O)c1cc(C(=O)OC)cc(N2C(=O)CC(NNC(=O)c3ccccc3Br)C2=O)c1 (stereo not given)	4%	-5%	-2%	5%	3%	0%	-11%	-16%
O=C(CN1CCC(n2nnc3cc(F)ccc32)CC1)NC1CCCCC1	0%	-5%	0%	-2%	5%	?	-2%	-2%
CC1CCCCC1NC(=O)NC(=O)CCl (stereo not given)	-128%[inhibitor]	-2%	-7%	6%	0%	11%	1%	-3%
Cc1cc(C)n(C)c(=O)c1C#N	12%	-4%	0%	-23%	2%	-4%[46 µM]	-4%	-6%
C=CCN1C(=O)C(Cc2cccc(Cl)c2)S/C1=N/N=C/c1ccco1 (stereo not given)	-8%	-1%	-6%	-1%	0%	-9%	-2%	?
O=C(OCn1nnc2ccccc2c1=O)c1ccc2ccccc2n1	/	11%	0%	3%	-6%	-4%	-12%	7%
O=C(CSc1ccc(Cl)cc1)Nc1cccc(-c2nc3ccccc3[nH]2)c1	2.8µM*	1%	0%	?	1%	-14%	-12%	?
COCCNC(=O)c1ccccc1NC(=O)COc1ccccc1	-2%	-1%	-4%[11.4 µM]	6%	7%	20%	-11%	-6%
CC(C)N1CCC(N2CCN(Cc3ccc4nsnc4c3)CC2CCO)CC1 (stereo not given)	/	/	-5%	-3%	1%	/	-7%	7%
O=C(CSCCS(=O)(=O)c1ccc(Cl)cc1)Nc1ccccc1	/	/	0%	-6%	0%	/	-2%	/
Cc1ccc(C)c(N2CCN(C(=O)C3CCN(S(=O)(=O)c4c(C)noc4C)CC3)CC2)c1	/	/	1%	-1%	-11%	/	-15%	/
Nc1cccc(-c2nc3cc(S(=O)(=O)c4ccc5oc(-c6cccc(N)c6)nc5c4)ccc3o2)c1	-41%[inhibitor]	-2%	7%	?	-11%	-3%	3%	26%
c1csc(-c2nnc(NC3CCCCC3)c3ccccc23)c1	3%	1%	13%	?	-11%	?	-11%	?
